# Source: PubChem BioAssay
# V-ATPase pHluor = alters yeast V-ATPase proton transport. AID 504577. 350,000 compounds, 0.37% hits. response, % at 10 µM. S. cerevisiae, pHLuorin cytosolic pH fluorescence; in the data active = response mostly above about 7.3%, no sharp cut-off; inactive = mostly below about 5.4%; note: actives read high; inactives centre near 0; some compounds called inactive have numbers as strong as hits; reference of the scale not given here
# PKA-R1A activ = PKA-R1A complex activation | P00514+P68181 | activation, % at 11.4 µM | 340,000 compounds, 0.083% hits | AID 504707 | PKA-R1A dissociation, Cy5-IP20 fluorescence polarization; scaled: DMSO 0%, 113 µM cGMP 100%;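 active = percent activation above the mean of all tested compounds plus 3 SD, cut at about 19% in these data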;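 note: higher means more PKAc released from R1A so a rise in polarization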
# Pemphigus Ab inh = inhibitors of pemphigus antibody binding to human desmoglein-3. binding (percent of control), % at 10 µM. P32926. 310,000 compounds, 0.48% hits. DSG3-coupled beads, scFv-anti-DSG3-GFP binding, flow cytometry; hits give low values;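 active = binding more than 3 SD below its plate's average and above zero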;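 note: hits lower antibody fragment binding to DSG3; some compounds called inactive have numbers as strong as hits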
# MOR-DOR ag = OPRM1-OPRD1 heterodimerization agonism | P35372+P41143 | cells, luminescence | 340,000 compounds, 0.3% hits | activation, % at 9.3 µM; in the data active = activation above about 18%;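 note: 0% = vehicle-treated cells and 100% = reference agonist; values of inactives mirror those of a sister screen read the other way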
# HTR5A inv ctr = inverse agonist of human HTR5A in OPRM1-OPRD1 counter-screen; P47898; HTR5A cell line, luminescence, inverse agonism; inhibition, % at 9.3 µM; 340,000 compounds, 0.083% hits; AID 504634; in the data active = inhibition mostly above about 23%, no sharp cut-off; inactive = mostly below about 18%;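 note: 0% = cells with DMSO and 100% = no-cell wells with DMSO; some compounds called inactive have numbers as strong as hits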
# Target sequence (P47898 whole entry, looked up): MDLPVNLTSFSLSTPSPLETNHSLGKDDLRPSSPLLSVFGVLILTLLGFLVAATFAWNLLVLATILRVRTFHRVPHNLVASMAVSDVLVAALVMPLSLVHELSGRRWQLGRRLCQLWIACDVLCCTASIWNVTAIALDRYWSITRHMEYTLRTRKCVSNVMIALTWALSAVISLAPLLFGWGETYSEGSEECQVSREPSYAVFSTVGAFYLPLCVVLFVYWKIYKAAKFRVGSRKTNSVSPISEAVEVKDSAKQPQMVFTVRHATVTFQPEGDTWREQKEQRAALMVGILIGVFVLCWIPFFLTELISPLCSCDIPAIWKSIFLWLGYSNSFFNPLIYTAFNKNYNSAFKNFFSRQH
# OPRM1-OPRD1 inv = inverse agonists of human mu-delta opioid receptor heterodimerization. P35372+P41143. cell-based MOR-DOR heterodimer luminescence, inverse agonism. inhibition, % at 9.3 µM. 340,000 compounds, 0.21% hits; in the data active = inhibition above about 22%, passing the limit was not always enough;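 note: 0% = cells with DMSO and 100% = wells without cells with DMSO; values of inactives mirror those of a sister screen read the other way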
# Arr AP2 block = human beta-arrestin and AP2 interaction inhibition; FITC-arrestin peptide / GST-AP2 beads, flow cytometry; AP2 beta2 appendage carries R879A mutation; inhibition, % at 10 µM; 340,000 compounds, 0.31% hits; AID 504490;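 active = inhibition above a set limit, near 3 SD of compounds lacking own fluorescence, cut at about 54% in these data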;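 note: plate controls were DMSO wells for no effect and 5 µM unlabelled arrestin peptide for full effect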
#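 System: GST-tagged AP2 beta2-adaptin appendage (R879A) on 4 µm glutathione beads / Reagent: FITC-arrestin peptide, 50 nM / Detection: HyperCyt-sampled flow cytometry, FL1 channel, ex 488/em 535 nm / Timing: 12 min plus 1 h, RT / Buffer or medium: PBS plus Tween 20 (0.05%) and BSA (0.1%)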
# PKA-R2B act = activates the human PKA-R2B holoenzyme complex; activation, % at 11.4 µM; AID 504700; 340,000 compounds, 0.079% hits; P22694+P31323; PKA-R2B holoenzyme dissociation, Cy5-IP20 fluorescence polarization; R2B truncated from residue 108, S112A mutant; 0% DMSO only, 100% 113 µM cGMP;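 active = activation above a cutoff set at the mean over all compounds plus 3 SD, cut at about 18% in these data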;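 note: higher means more holoenzyme dissociation and a rise in polarization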
# Target sequence (P31323 whole entry, looked up, other chains not shown, the tested form may be a part): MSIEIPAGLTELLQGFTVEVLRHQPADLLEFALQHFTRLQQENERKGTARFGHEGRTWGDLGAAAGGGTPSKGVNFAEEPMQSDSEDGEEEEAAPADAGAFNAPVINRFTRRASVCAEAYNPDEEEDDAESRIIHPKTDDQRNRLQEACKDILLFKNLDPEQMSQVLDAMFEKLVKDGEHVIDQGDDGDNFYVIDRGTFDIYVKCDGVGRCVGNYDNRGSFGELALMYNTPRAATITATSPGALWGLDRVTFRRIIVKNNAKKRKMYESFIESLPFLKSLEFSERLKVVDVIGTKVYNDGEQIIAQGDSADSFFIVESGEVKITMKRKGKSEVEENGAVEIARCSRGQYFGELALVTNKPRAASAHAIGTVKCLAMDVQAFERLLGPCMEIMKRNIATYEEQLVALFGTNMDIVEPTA
# DAGLB inhibitor = blocks human DAGLB lipase activity. Q8NCG7. HEK293T DAGLB membrane lysate, EnzChek fluorogenic substrate. inhibition, % at 5.17 µM. 340,000 compounds, 0.059% hits. AID 504411; in the data active = inhibition above about 34%;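 note: 0% = enzyme with vehicle and 100% = wells lacking enzyme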
# HTR5A ag ctr = activates human HTR5A in OPRM1-OPRD1 agonist counter-screen. P47898. HTR5A agonist assay, luminescence, cell-based. activation, % at 9.3 µM. 340,000 compounds, 0.61% hits. AID 504692; in the data active = activation mostly above about 9.5%, no sharp cut-off; inactive = mostly below about 7.6%;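 note: 0% = cells with vehicle only and 100% = reference agonist; strong numbers were not always called active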
# * = called active by the depositor; . = no result given.
SMILES,V-ATPase pHluor,PKA-R1A activ,Pemphigus Ab inh,MOR-DOR ag,HTR5A inv ctr,OPRM1-OPRD1 inv,Arr AP2 block,PKA-R2B act,DAGLB inhibitor,HTR5A ag ctr
CN(C)CCCOC(=O)c1sc2ccccc2c1Cl,2,-6,100,-1.6,-14,8,32,0,1,5
CC(C)CC1C(=O)N(Cc2cn(Cc3ccco3)nn2)CCS(=O)(=O)N1Cc1ccc(-c2ccccc2)cc1 (stereo not drawn),-1,-17,.,.,.,.,.,-2,-2,.
CC1(C)CC(=O)C=C(C(=O)N2CCCC(CCC(=O)NCc3ccccc3F)C2)O1 (stereo not drawn),1,7,.,-1.2,2,6,11,-1,3,-1
CSc1nnc(Cn2c(=O)sc3ccccc32)n1-c1ccccc1C,8,-13,107,-2.3,-1,12,17,-6,-2,0
Cc1ccc(NC(=O)COc2cccc(Oc3ccccc3)c2)cc1S(=O)(=O)N1CCOCC1,-4,4,107,-2.7,9,10,0,-15,-7,2
CCCC(=O)NNC(=O)CC(=O)Nc1ccccc1C(=O)O,2,4,89,-4.1,-17,20,5,7,4,6
O=C(O)CCc1ccc(S(=O)(=O)NCCc2ccccc2)cc1,1,11,100,-0.4,-9,2,10,-9,1,2
O=C1/C(=C/c2cccnc2)CC/C1=C\c1cccnc1,6,4,105,10,3,-56,-14,-10,0,-1
CCOC(=O)CCc1c(C)c2ccc(OCc3nn[nH]n3)cc2oc1=O,3,-2,.,-0.5,26,3,-4,-1,1,-10
CC(=O)c1ccc(NC(=O)c2ccc3c(=O)n4c(nc3c2)CCCCC4)cc1,2,6,104,-1.0,22,5,-4,-9,2,0
CN(CC(=O)Nc1ccccc1Cl)CC(=O)Nc1ccccc1[N+](=O)[O-],3,-1,111,0.5,24,-2,-7,-1,-1,-3
O=C(Nc1c2c(nn1-c1ccc(Cl)cc1)CS(=O)(=O)C2)c1ccc2c(c1)OCO2,2,-11,101,-2.8,-3,14,-8,-5,1,-1
COc1ccc(S(=O)(=O)NC(CC(=O)N2CCc3ccccc32)c2ccco2)cc1 (stereo not drawn),3,-3,96,-1.8,2,8,-6,2,3,2
COc1ccccc1CC(=O)Nc1ccccc1C(=O)O,-2,0,106,1.8,12,-9,7,-1,-4,3
COc1cc2[nH]c3c(=O)n(N)c(=O)[nH]c3c2cc1OC,-2,-3,109,-1.3,12,6,9,-1,-4,-3
CC1Cc2cc(/C(O)=C3/C(=O)C(=O)N(CCCn4ccnc4)C3c3ccc(Br)cc3)ccc2O1 (stereo not drawn),1,0,86,-3.3,31,17,9,1,2,2
COc1cccc(Nc2nnc(Cc3cccnc3)c3ccccc23)c1,-2,-7,96,-2.5,-3,11,31,3,-1,1
Cc1cc(=O)[nH]c(SCC(=O)Nc2ccc3c(c2)CCC3)c1C#N,-7,-2,.,-2.0,-40,8,-6,-2,3,15
CCCNc1nc(C)cc(-c2cc(C(=O)Nc3ccccc3)on2)n1,-3,-2,98,-3.0,-17,18,9,-5,-2,6
COc1ccc(N2CCN(c3nc(Cl)nc(N4CCOCC4)n3)CC2)cc1,1,2,98,-2.7,-21,15,-4,-5,5,8
COc1cccc(CC(=O)OCC(=O)c2cc(OC)ccc2OC)c1,-3,-1,101,-3.4,7,18,6,-3,-3,-2
COC(=O)c1nc(-c2ccccc2)oc1N(C)C,-2,-6,105,-2.6,3,13,22,-14,-2,1
Cc1nnc(NC(=O)CSc2nnc(CNC(=O)c3ccc(F)cc3)o2)s1,-6,-9,68,-0.7,12,4,-9,2,1,-3
O=S(=O)(c1ccc(-c2nc3ccccc3s2)cc1)N1CCCC1,-1,-1,103,-0.5,-9,3,6,4,-5,4
CC(C)Oc1cc(C(=O)NC2CCCCC2)c2ccccc2n1,5,-9,92,2.5,-10,-17,24,4,-10,-3
COc1ccc(CNC(=O)CN(C(=O)c2cc3sccc3n2C)C2CCCC2)cc1,0,-8,103,0.9,9,-6,-2,0,1,-4
Cn1cccc1CC(=O)N/N=C/c1ccc(C(C)(C)C)cc1,-6,-5,.,3.9,-11,-19,4,5,3,4
Fc1ccc(-c2csc3ncnc(N4CCN(c5ccccc5)CC4)c23)cc1,10,2,100,-0.9,18,5,6,-5,-3,4
O=C(CNS(=O)(=O)c1cccc2nsnc12)NC1CCCCC1,1,-12,104,0.6,11,-3,-6,17,-1,-4
CCc1ccc(NC(=O)c2onc(C)c2Cl)cc1,1,-9,94,-1.2,-12,6,1,4,-6,4
COCCCNC(=O)c1cc(C(=O)c2ccccc2Br)c[nH]1,6,-1,107,-0.4,71*,2,7,3,1,-26
NCCCCCc1nnc(SCc2ccc(Cl)c(Cl)c2)o1,2,3,102,-2.6,-3,11,8,7,-2,1
O=C(COC(=O)c1cc([N+](=O)[O-])ccc1N1CCOCC1)Nc1cc(F)ccc1F,-2,-9,96,0.5,-26,-3,-4,0,-3,9
O=C(NC1CCCC1)c1cc(-c2ccc(Cl)c(Cl)c2)on1,5,-14,.,4.1,9,-26,-1,-4,-6,0
CC(=O)Nc1nc(Cn2nnc(-c3ccc4c(c3)OCO4)n2)nc(N(C)C)n1,-1,-3,90,-0.4,-4,2,6,-2,-1,1
COc1ccccc1C(=O)CSc1ccccn1,-2,-1,99,-2.4,9,14,-4,-7,-3,-3
COc1cc(OC)c(N(C)S(=O)(=O)c2cccc(C(=O)OCC(=O)N(C)Cc3ccccc3)c2)cc1Cl,1,-3,.,-0.3,-1,1,-4,-7,-1,1
COc1ccc(CCNC(=O)CSc2nc(O)cc(=O)[nH]2)cc1OC,1,-4,100,-3.7,-27,18,21,-1,0,9
CC(Oc1ccc(Br)cc1)c1nc2c3ccccc3nc(=S)n2[nH]1 (stereo not drawn),2,-7,107,-3.4,-4,16,20,9,4,2
CCOC(=O)CN1CC23C=CC(O2)C(C(=O)NCc2ccc(F)cc2)C3C1=O (stereo not drawn),-4,-1,109,-1.5,6,8,5,9,0,-2
CCC(C)NC(=O)c1cn(CCOC)c(=O)c2c1c1ccccc1n2C (stereo not drawn),-1,3,93,-2.7,2,16,1,-7,-1,-1
CC(OC(=O)CC1CC2CCC1C2)C(=O)Nc1cccc(S(=O)(=O)N2CCOCC2)c1 (stereo not drawn),8,6,102,5.1,-2,-35,7,6,1,1
COc1ccc(S(=O)(=O)NCCc2cc3ccc(C)c(C)c3[nH]c2=O)cc1,2,-8,116,5.8,-28,-41,2,-23,4,-1
COC(=O)c1ccc(C(=O)NC(=S)Nc2ccc3nc(SC)sc3c2)cc1,-3,-3,111,-1.3,3,6,5,-6,0,-3
CCCCCCC1CC(CCc2nc(=S)[nH][nH]2)C(=O)O1 (stereo not drawn),-1,-4,113,-2.1,-15,11,-5,-5,3,2
O=C(Nc1ccc(-c2n[nH]c(=S)o2)cc1)c1ccccc1Br,-5,9,106,-2.6,-7,14,-33,3,2,3
COc1ccc(/C=N/NC(=O)c2ccc3ccccc3c2)cc1OS(=O)(=O)c1ccc(NC(C)=O)cc1,-1,-16,98,-0.6,9,4,44,-4,-4,2
CCC(=O)N1CCc2cc(S(=O)(=O)NCCN3CCCCC3CC)ccc21 (stereo not drawn),-1,-6,111,0.1,2,0,8,3,1,3
CCN(CC)C(=O)Cn1cc(S(=O)(=O)CC(=O)Nc2ccc(F)cc2)c2ccccc21,1,0,.,-1.6,-3,8,-4,-4,-2,5
CNS(=O)(=O)c1cnccc1N1CCN(c2cccc(C)c2)CC1,-3,-13,105,-3.0,11,15,25,-1,0,-5
CCN(CC)CCOC(=O)/C=C/c1ccccc1,6,2,111,-2.7,-12,14,3,-6,3,1
O=C1NC2(CCCCC2)C(=O)N1CCS(=O)(=O)Oc1ccc(Br)cc1,1,-4,101,-0.3,-4,2,9,3,-2,2
Cc1ccc(C)c(N(CC(=O)NC2CCCC2)C(=O)c2csnn2)c1,-3,-14,90,0.5,-6,-4,-6,-6,0,2
CCOc1ccccc1N1C(=O)CN(Cc2ccc(OC)c(OC)c2)C1=S,-4,-4,109,-3.0,1,14,-9,7,1,0
CCOc1ccc(NC(=O)CSc2nnc(Cc3csc(C)n3)o2)cc1,2,-2,110,-1.8,-16,10,17,-6,-1,4
CC(=O)Nc1ccc(OCC=C(Cl)Cl)cc1,-3,10,100,-1.3,-28,8,-21,2,4,4
Cc1ccc(CCNC(=O)C2=CCN(S(=O)(=O)c3ccccc3)CC2)cc1,3,-5,.,-4.2,-4,22,-11,10,-2,1
Cc1cccc(NC(=O)CCNC(=O)c2ccco2)c1C,0,6,100,-1.1,-8,6,6,2,-2,3
COC(=O)c1scc(C)c1NC(=O)/C=C/C(=O)O,0,-2,102,-1.7,-12,9,9,-8,-2,0
CCN1CCN(CCCNC(=O)c2ccc(/C=C3/Oc4ccccc4N(Cc4cccc(C)c4)C3=O)cc2)CC1,-1,3,113,-0.4,-4,2,-3,6,0,1

# The list goes on:
SMILES,V-ATPase pHluor,PKA-R1A activ,Pemphigus Ab inh,MOR-DOR ag,HTR5A inv ctr,OPRM1-OPRD1 inv,Arr AP2 block,PKA-R2B act,DAGLB inhibitor,HTR5A ag ctr
COc1ccc(C)cc1S(=O)(=O)N1CCN(c2cccc(C(F)(F)F)c2)CC1,-1,-2,102,1.0,0,-5,10,0,-1,0
Fc1cccc(Cl)c1CNc1ccc(N2CCCC2)cc1,1,-20,100,1.5,4,-8,28,-10,12,-2
CC(C)C1CC(CCNCc2ccc(N(C)C)cc2)(c2ccccc2)CCO1 (stereo not drawn),5,-5,128,21*,-20,-113,5,-12,-1,7
COc1ccc(-c2ccc(-c3cc(=O)oc4cc(OC)c(OC)c(OC)c34)cc2)cc1OC,-2,-1,94,-4.1,-2,20,34,-1,-2,1
Cc1nc2c(sc3nc4c(cc32)COC(C)(C)C4)c(=O)o1,-2,-9,102,-1.8,-14,9,2,5,3,2
CCOC(=O)C(=O)Cc1nc2ccccc2s1,0,2,96,-3.7,-6,20,-1,-1,-2,2
COCCNC(=S)N(CCO)Cc1cc2cc3c(cc2[nH]c1=O)OCCO3,2,-16,100,0.5,21,-2,31,1,-1,-6
O=C(CN1CCOc2ccccc21)NCc1ccccc1,3,-3,100,-1.2,-4,6,-8,-5,-2,1
COc1ccccc1NC(=O)c1ccc(NS(=O)(=O)c2c(C)noc2C)cc1,10,5,105,-2.8,8,15,34,9,3,-2
CCOC(=O)N1CCC(Nc2c(-c3ccc(C)cc3)c(=O)c2=O)CC1,3,-2,105,-0.3,-24,2,-1,-3,1,0
Cc1ccc2c(CN3C(=O)NC4(CCCCC4)C3=O)cc(=O)oc2c1C,1,-4,92,-0.7,-5,4,4,-17,1,10
